RAD52 anneal inh = inhibitors of human RAD52 DNA annealing; inhibition, % at 18.7 µM; recombinant RAD52 DNA annealing, FRET fluorescence; 360,000 compounds, 0.46% hits; P43351;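 active means every replicate showing at least 50% inhibition; inconclusive means mean inhibition at least 50% but not in every replicate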
GSIS activator = GLuc luminescence reporter in INS-1E cells, primary screen for activators of glucose-dependent secretion of insulin; INS-1E GLuc reporter insulin secretion, 2-3 h; activation, % at 16.6 µM; 370,000 compounds, 0.61% hits;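 active means lowest replicate activation of at least 40%, so every replicate reaches that level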;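 further: 0% = median of neutral control wells and 100% = median of IBMX positive control wells; some compounds called inactive have numbers as strong as hits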
ARNT TACC3 PPI = disruptors of human ARNT/TACC3 interaction. 390,000 compounds, 0.66% hits. Q9Y6A5. AlphaScreen His-ARNT PAS-B/GST-TACC3 binding, luminescence; TACC3 fragment carries E629A point mutation. AID 623870. inhibition, % at 9.99 µM;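 active means mean inhibition of replicates at least 50% and at least half of replicates each reaching 50%; inconclusive means half or more replicates reach 50% but mean below 50%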;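 further: 0% = complete ARNT plus TACC3 wells and 100% = ARNT alone without TACC3; many hits fall short of the cut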
esBAF inh = blocks esBAF chromatin remodeling in mouse ES cells. 350,000 compounds, 2% hits. Bmi1-luciferase knock-in reporter, 24 h; 100% = twice the neutral-well signal. reporter increase, % at 12.5 µM; in the data active means activation above about 40%; inconclusive means no clear call, values can overlap the other calls;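 further: 0% = median of the plate's neutral control wells and 100% = double that signal; a rise in the Bmi1 reporter signal indicates esBAF inhibition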
Xi reactivation = X-chromosome reactivation activator; XiGFP mouse fibroblasts, % GFP-positive cells imaging, 3 d; cells co-treated with 5-aza-dC sensitizer; scaled so ellipticine positive control = 100%; activation, % at 7.58 µM; 360,000 compounds, 0.055% hits; AID 743238;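 active means mean normalized replicate activation at least 10% and every replicate at or above 10%; inconclusive means only one of the two criteria met; inactive means mean below 10% and not all replicates reach 10%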;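 further: 0% = median of on-plate neutral control wells and 100% = ellipticine 6 µM median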
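Material: XiGFP fibroblasts, SV40-immortalized; Buffer or medium: DMEM containing 5-aza-dC; Compound dosing: single point; Times: 3 days compound exposure.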
ERAP1 HTS inh = blocks human ERAP1 aminopeptidase activity | Q9NZ08 | recombinant ERAP1, Leu-AMC fluorescence, 60 min | inhibition, % at 10.7 µM | 340,000 compounds, 0.15% hits | AID 652197;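 active means mean replicate inhibition of at least 30%, or all replicates individually reaching that 30% level; inactive means mean below 30% and not every replicate reaching it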;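 further: 0% = neutral control wells and 100% = L-leucinethiol positive control wells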
RAD54 inh = RAD54 (human) branch migration inhibition; Q92698; RAD54 Holliday junction branch migration, FAM/BHQ fluorescence; inhibition, % at 10.4 µM; 360,000 compounds, 0.14% hits;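 active means mean normalized replicate activity at least 40 and at least half of replicates scoring 40 or more; inconclusive means only one of the two criteria met; inactive means mean below 40 and under half of replicates reaching 40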;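 further: 0% = median of neutral control wells and 100% = median of positive control wells; inhibitors cause a drop in the FAM fluorescence signal; in these data hits start at about 50%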
Target sequence (Q92698 whole entry, looked up): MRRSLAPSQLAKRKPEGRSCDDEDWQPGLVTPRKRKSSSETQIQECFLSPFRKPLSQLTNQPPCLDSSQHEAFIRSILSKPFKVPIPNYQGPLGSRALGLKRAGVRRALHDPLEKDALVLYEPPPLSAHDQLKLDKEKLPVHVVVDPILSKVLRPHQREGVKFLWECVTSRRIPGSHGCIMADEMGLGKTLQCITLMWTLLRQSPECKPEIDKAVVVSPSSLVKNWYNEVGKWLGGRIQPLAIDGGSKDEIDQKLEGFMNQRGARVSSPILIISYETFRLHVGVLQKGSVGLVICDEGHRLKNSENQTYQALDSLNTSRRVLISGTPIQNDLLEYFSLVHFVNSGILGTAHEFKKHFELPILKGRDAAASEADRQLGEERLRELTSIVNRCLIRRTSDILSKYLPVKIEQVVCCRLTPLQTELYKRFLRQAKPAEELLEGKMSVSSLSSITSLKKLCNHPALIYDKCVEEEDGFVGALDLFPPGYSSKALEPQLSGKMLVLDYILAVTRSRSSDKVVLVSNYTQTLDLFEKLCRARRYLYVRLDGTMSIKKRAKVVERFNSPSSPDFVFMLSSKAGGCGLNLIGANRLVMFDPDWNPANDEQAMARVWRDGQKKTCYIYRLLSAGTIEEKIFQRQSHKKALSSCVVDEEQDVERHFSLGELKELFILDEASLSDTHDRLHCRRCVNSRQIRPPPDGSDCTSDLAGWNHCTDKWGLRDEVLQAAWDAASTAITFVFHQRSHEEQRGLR
F508del corr = CFTR F508del correction in bronchial cells | 350,000 compounds, 0.36% hits | activity (quench increase), % at 7.58 µM | CFBE cells, YFP halide quenching; stimulated with forskolin plus potentiator P3; % fluorescence drop versus neutral controls;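 active means mean added fluorescence quench of at least 8% versus neutral control, with both replicates also reaching 8%; inconclusive means only one of the mean or replicate conditions met; inactive means mean below 8% and not both replicates reaching 8%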;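 further: cells transiently co-express mutant CFTR-F508del with the halide-sensitive YFP; corrector assay measuring rescue of mutant channel to the surface after 24 h compound exposure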
An asterisk follows results filed as active; ? = inconclusive; . = no result given.

SMILES	RAD52 anneal inh	GSIS activator	ARNT TACC3 PPI	esBAF inh	Xi reactivation	ERAP1 HTS inh	RAD54 inh	F508del corr
Cc1cc2cc(C#N)c(SCC(=O)Nc3nonc3C)nc2cc1C	-11	10	12	?	6.0	5	-7	0.0
OCCC1CN(Cc2cccn2-c2nccs2)CCN1C1CCCCC1 (stereo not given)	-18	3	.	-4	0.1	11	4	1.3
COc1ccc(S(=O)(=O)N(C)C)cc1NC(=O)CN1C(=O)NC2(CCCC2)C1=O	-15	3	.	-10	0.0	15	5	1.4
Cc1cc(NC(=O)CCc2c[nH]c3ccccc23)ccc1Nc1cccnc1	7	.	.	.	0.2	3	.	0.6
C[C@H]1CN([C@@H](C)CO)C(=O)CCCn2nncc2CO[C@@H]1CN(C)Cc1ccccc1C(=O)O	-4	16	3	-5	0.2	-7	3	1.7
O=C(c1ccccn1)N1CC(=O)N2[C@H](CO)[C@@H](c3ccc(C#CCc4ccccc4)cc3)[C@H]2C1	-15	-12	.	.	0.1	0	.	-1.2
O=C(C[C@@H]1C=C[C@H](NC(=O)c2cccnc2)[C@@H](CO)O1)NCCN1CCCCC1	.	7	.	-3	0.3	.	.	-1.3
C[C@@H]1CCCCO[C@@H](CN(C)CC2CC2)[C@H](C)CN([C@H](C)CO)C(=O)c2cc(NC(=O)Nc3ccc4c(c3)OCO4)ccc2O1	33	-1	9	0	0.4	0	10	-0.1
Cc1ccc(CN(CC(=O)NCc2ccccn2)S(=O)(=O)c2ccccc2)cc1	-10	3	.	0	0.0	0	-2	1.8
COc1ccc(NC(=O)CSC2=NC(=O)CC(C)=N2)cc1	-8	-6	-7	3	.	1	3	.
COc1ccc(/C=N/NC(=O)c2ccncc2)cc1[N+](=O)[O-]	-16	12	5	.	0.3	-2	.	-0.7
Cc1cccc(C)c1NC(=O)CNC(=O)c1ccc(N2CCCC2)c([N+](=O)[O-])c1	-9	-4	3	-3	0.1	1	9	1.5
COc1ccccc1C(=O)N1CCN(C(=O)[C@H]2O[C@@H](n3ccc(=O)[nH]c3=O)[C@H](O)[C@@H]2O)CC1	-5	6	.	1	-0.1	-4	1	0.8
COc1ccc(Cc2c(-c3ccc(F)cc3)nc3cc(C)c(Br)c(C)n23)c(C)c1	0	0	.	.	0.9	2	.	-1.6
Cc1ccc(S(=O)(=O)Nc2ccc3c(c2)C(=O)N([C@H](C)CO)C[C@H](C)[C@@H](CN(C)S(=O)(=O)c2ccc(F)cc2)O3)cc1	9	-7	.	-5	0.1	0	.	0.8
C[C@@H]1CN([C@H](C)CO)C(=O)c2cc(NS(=O)(=O)c3cccs3)ccc2O[C@H]1CN(C)CC1CCCCC1	-1	2	-13	1	0.2	-1	-7	0.8
Cc1nnc(SCC(=O)NNC(=O)COc2ccc(Br)cc2)n1C	-20	-11	-8	0	0.1	-4	0	-5.3
CCN(CC)CCOC(=O)/C=C/c1ccccc1	9	.	-1	.	0.1	-2	.	-0.1
O=C(c1ccc([N+](=O)[O-])cc1Cl)N1CCN(Cc2ccccc2)CC1	2	4	.	-11	0.0	1	2	0.1
CC(C)(C)S(=O)(=O)N1Cc2ccc(CO)cc2[C@@H]1CCO	-11	4	0	2	0.1	1	-6	6.7
O=Cc1cccn1-c1ccc(O)cc1	-6	19	-2	-3	0.0	-7	4	-0.6
CC(=O)Nc1cccc(-c2nc3ccccc3s2)c1	1	.	1	37	0.0	-2	.	-1.7
Cc1cccc(NC(=O)CCSc2nnc(Cc3ccccc3)o2)c1	-6	.	-17	1	-0.1	-4	-4	.
CSc1n[nH]c(=O)n1-c1cccc(Cl)c1	-11	.	-10	.	0.0	-7	-7	1.1
COc1ccc(C(=O)NCCCSc2ccccc2)cc1F	-20	3	-4	8	0.3	0	4	2.4
Additional structures follow.
SMILES	RAD52 anneal inh	GSIS activator	ARNT TACC3 PPI	esBAF inh	Xi reactivation	ERAP1 HTS inh	RAD54 inh	F508del corr
CCCOC1CCCN(C(=O)c2ccc(OC3CCN(Cc4ccccn4)CC3)cc2)C1 (stereo not given)	-18	1	4	3	0.0	-4	-7	3.7
O=C(NCC(=O)N1CCC(Cc2ccccc2)CC1)c1ccccc1F	-6	.	.	53*	0.0	0	3	-4.1
Cc1ccc(CNC(=O)CNC(=O)c2ccco2)cc1	-1	2	-1	-2	0.0	1	-6	-0.2
O=C(NCCc1ccccc1F)N[C@@H](Cc1ccccc1)C(=O)O	-4	-3	-20	3	0.1	-1	9	-6.8
Cc1ccc(S(=O)(=O)N(C)C[C@H]2Oc3c(NC(=O)NC(C)C)cccc3C(=O)N([C@H](C)CO)C[C@@H]2C)cc1	15	-14	-5	6	-0.5	2	-16	-0.8
C[C@@H]1CCCCO[C@H](CN(C)C(=O)Nc2ccccc2)[C@H](C)CN([C@@H](C)CO)C(=O)c2cc(NC(=O)Nc3ccccc3)ccc2O1	-37	-8	-5	6	0.0	1	-4	-0.3
COc1ccc(N(C(=O)Cn2nnc3ccccc32)C(C(=O)NCc2ccco2)c2ccncc2)cc1 (stereo not given)	-8	5	-8	-3	0.0	2	-4	0.7
C=CCNC(=O)c1onc(CSc2ccccc2F)c1C(=O)O	-12	11	-4	-2	0.0	-3	-2	0.2
CC(=O)N(C)C[C@H]1Oc2cc(C#CCC3CCCC3)ccc2S(=O)(=O)N([C@@H](C)CO)C[C@H]1C	2	-11	-22	1	-0.6	0	-3	0.7
COCCNC(=O)C(c1ccc(O)cc1)N(C(=O)CCC(=O)Nc1nccs1)c1ccc(C)cc1 (stereo not given)	8	-9	-6	.	0.0	2	.	1.3
O=C(C[C@@H]1CC[C@@H]2[C@H](COC[C@@H](O)CN2C(=O)c2ccncc2)O1)Nc1ccc(-c2ccccc2)cc1	14	-13	-2	-3	0.2	0	-3	1.4
Cc1ccn2c(NC3CCCCC3)c(-c3cccc(-c4cccc(Cl)c4)c3)nc2c1	-411	-19	.	3	0.1	-2	-12	4.0
O=C(Nc1ccc(F)cc1)C1CC2CCC1C2 (stereo not given)	-13	-5	5	7	2.9	-1	-12	1.7
CC1(C)CC(=O)C2=C(C1)OC1=C(C(=O)CC(C)(C)C1)C2c1cccc([N+](=O)[O-])c1	4	.	.	0	0.0	-8	7	.
CC(C)Oc1cccc(C(=O)C2CCCN(C(=O)c3ccnn3C)C2)c1 (stereo not given)	-12	3	5	.	0.0	1	.	3.2
C[C@H](CO)N1C[C@H](C)[C@H](CN(C)Cc2ccc(Cl)c(Cl)c2)Oc2ccc(NS(=O)(=O)c3cccs3)cc2CC1=O	7	-7	-2	0	0.2	3	6	0.4
Cc1[nH]c2ccccc2c1CC(=O)Nc1ccc(Nc2cccnc2)c(-c2ccc(F)c(F)c2)c1	-48	-38	.	.	0.3	-1	.	-1.6
CC(=O)N1CC2(C1)[C@@H](c1ccccc1)[C@@H](CO)N2C(=O)c1cnccn1	7	6	.	.	0.0	-2	.	1.8
COc1ccc(-c2nc(NC(C)=O)sc2-c2ccccc2)cc1	-12	-8	0	.	0.1	-3	.	0.3
Clc1ccccc1-c1ccc2ncnc(NCc3cccnc3)c2c1	-20	-10	-2	-1	0.0	0	4	-3.1
S=C(NCc1ccccc1)NC1CCCCC1	-7	-20	0	.	0.0	-3	.	-5.7
N#C[C@@H]1[C@@H](c2ccccc2)[C@@H](CO)N1S(=O)(=O)c1ccc(-c2ccccc2)cc1	-10	7	5	2	0.5	-1	-5	-0.8
O=C1C[C@@H](c2ccccc2)Oc2cc(O)cc(O)c21	-9	6	-2	9	0.0	.	13	-1.3
C[C@H](CO)N1C[C@H](C)[C@H](CN(C)C(=O)Cc2ccccc2)OCCCC[C@H](C)Oc2ccc(NC(=O)Nc3ccc(C(F)(F)F)cc3)cc2C1=O	4	-4	-2	-3	4.1	-1	13	3.5
O=C(CSc1nc2ccccc2s1)Nc1cc(S(=O)(=O)N2CCOCC2)ccc1O	-19	-20	13	.	-0.1	3	.	.

Not a retest: an excerpt of the list.
SMILES	RAD52 anneal inh	GSIS activator	ARNT TACC3 PPI	esBAF inh	Xi reactivation	ERAP1 HTS inh	RAD54 inh	F508del corr
O=C(NCC(=O)N1CCC(Cc2ccccc2)CC1)c1ccccc1F	-6	.	.	53*	0.0	0	3	-4.1
Cc1ccc(CNC(=O)CNC(=O)c2ccco2)cc1	-1	2	-1	-2	0.0	1	-6	-0.2
O=C(NCCc1ccccc1F)N[C@@H](Cc1ccccc1)C(=O)O	-4	-3	-20	3	0.1	-1	9	-6.8

(next part)
SMILES	RAD52 anneal inh	GSIS activator	ARNT TACC3 PPI	esBAF inh	Xi reactivation	ERAP1 HTS inh	RAD54 inh	F508del corr
Cc1ccccc1-c1cnc2c(c1)C(=O)N([C@H](C)CO)C[C@@H](C)[C@H](CN(C)C(=O)c1cccnc1)O2	0	1	-3	2	0.3	1	-2	2.7
O=C(CN1C(=O)CSc2ncccc21)Nc1ccccc1F	-34	13	5	2	0.0	-1	-11	1.3
COc1ccc(CCNC(=O)CCNS(=O)(=O)c2cccc3nonc23)cc1OC	.	24	-12	-3	.	.	4	.
Cc1ccc(S(=O)(=O)N(C)C[C@@H]2Oc3ccc(NS(=O)(=O)c4ccc(Cl)cc4)cc3C(=O)N([C@H](C)CO)C[C@H]2C)cc1	7	-21	.	-5	0.3	0	.	-2.2
Cn1c(NCCN2CCCC2)nc2cc(-c3cccc(C(F)(F)F)c3)sc2c1=O	40	4	.	6	.	1	25	.
O=C(NCc1ccncc1)c1ccc(Cl)c(S(=O)(=O)N2CCCCC2)c1	-7	6	5	.	0.0	12	.	1.1
C[C@@H]1CN([C@H](C)CO)C(=O)c2cc(NC(=O)c3ccncc3)ccc2O[C@H]1CN(C)C(=O)Nc1cccc2ccccc12	-1	8	10	-2	0.0	-4	-5	2.2
COc1cc2oc(=O)cc(CN3CCOCC3)c2cc1Cl	-5	3	.	1	-0.1	9	4	-2.7
CC(Cn1cncn1)C(=O)N1CCN(S(=O)(=O)c2ccc(Cl)cc2)CC1 (stereo not given)	-3	5	10	8	0.1	-2	-12	2.0
C[C@@H]1CCCCO[C@H](CN(C)C(=O)Nc2ccc(F)cc2)[C@@H](C)CN([C@H](C)CO)C(=O)c2cc(NC(=O)Nc3cccc4ccccc34)ccc2O1	1	8	-6	-10	-0.1	1	21	-2.7
CCNC(=O)CSc1nnc(-c2cccs2)o1	-9	9	-9	.	0.0	5	.	1.2
COc1ccc(CN2C[C@@H](O)COC[C@@H]3O[C@H](CC(=O)NCCN4CCCC4)CC[C@H]32)cc1	.	-4	-6	-2	0.0	.	11	-0.7
COC(=O)c1c(NC(=O)C2CC2)sc2c1CCN(C(C)=O)C2	5	.	2	-22	0.5	5	1	1.6
COc1ccc(NC(=O)Nc2cccc3c2O[C@@H](CN(C)S(=O)(=O)c2cccs2)[C@@H](C)CN([C@H](C)CO)C3=O)cc1	2	-10	-6	7	-0.3	1	4	-1.9
CS(=O)(=O)c1ccc2nc(NC(=O)Nc3ccccc3F)sc2c1	-15	.	-17	-5	0.2	1	5	.
CCOc1ccc(CN(C)CC(=O)Nc2cccc3ccccc23)cc1OC	-3	-16	3	7	0.0	-6	3	-0.1
COc1cc(CC(=O)Nc2ccc(Cl)c(C(F)(F)F)c2)cc(OC)c1OC	-3	-52	-6	.	-0.1	-1	.	.
O=C(O)c1cc(-c2ccc(N3CCOCC3)cc2)nn1-c1ccccc1Cl	-13	3	-12	.	0.0	-2	.	-0.2
O=C(O)c1cc(N2CCCC2)ccn1	-9	.	13	.	0.0	0	.	3.4
COCc1nnc(NC(=O)c2c(-c3c(Cl)cccc3Cl)noc2C)s1	-11	4	-4	-6	0.0	3	-3	1.9
